Screens deposited in PubChem by several laboratories.
ARFGAP1 inhibitor: rat ARFGAP1 inhibition; hit rate 0.26% among 360,000; Arfgap1-stimulated ARF1 GTP hydrolysis, GDP FP detection; inhibition, % at 16.5 µM; Q62848; AID 651572;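 active = inhibition above a per-plate limit, mean inhibition of low control wells plus 3 SD, cut at about 25% in these data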;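 also: 0% = DMSO wells with enzyme and 100% = wells lacking Arfgap1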
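Material: rat Arfgap1 catalytic domain, aa 1-136; also added: human ARF1(Δ1-17)-GTP substrate; compound dosing: one concentration, 16.5 µM, DMSO 1.26%; incubation: GTP hydrolysis reaction 2 h at 25 °C; measured by: Tracer-displacement fluorescence polarization with EDTA stop, 620/688 nm; evaluation: % inhibition from polarization; repeats: one replicate per compound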
SMARCA2 act: SMARCA2 function activation, primary screen; MG213 cells, MMTV-luciferase reporter, dexamethasone, overnight; hit rate 1% among 370,000; activation, % at 9.1 µM; in the data active = activation above about 7.8%;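 also: 0% = vehicle wells and 100% = reference activator wells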
NR1D1 modulator: modulates human Rev-erb alpha binding to DNA; P20393; Rev-erbα–FITC-DNA binding, fluorescence polarization, 90 min; activity, % at 10 µM; hit rate 0.79% among 370,000;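 active = activity above about 14%, limit read from the data; passing the limit was not always enough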;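 also: 0% = DMSO wells with 35 nM protein and 100% = DMSO wells with 750 nM protein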
rCAG RNA binder: binds r(CAG) RNA repeats. r(CAG) RNA repeat, TO-PRO-1 dye displacement fluorescence. AID 651821. inhibition, % at 3 µM. hit rate 1.3% among 370,000;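 active = inhibition above the plate cutoff, the mean of all test compounds on that plate plus 3 SD, cut at about 35% in these data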;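 also: 0% = DMSO alone and 100% = 100 µM mitoxantrone as full dye displacement; higher means more dye released from RNA so lower well fluorescence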
NPR2 activator: GC-B (human) receptor activation; HEK293-GC-B cells, CNP EC30, cGMP TR-FRET; 0% at EC30 CNP, 100% saturating CNP; hit rate 0.11% among 370,000; activation, % at 10 µM; P20594;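 active = activation at 10 µM reaching about 35% in either raw or pattern-adjusted values, limit read from the data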
Target sequence (P20594 whole entry, looked up): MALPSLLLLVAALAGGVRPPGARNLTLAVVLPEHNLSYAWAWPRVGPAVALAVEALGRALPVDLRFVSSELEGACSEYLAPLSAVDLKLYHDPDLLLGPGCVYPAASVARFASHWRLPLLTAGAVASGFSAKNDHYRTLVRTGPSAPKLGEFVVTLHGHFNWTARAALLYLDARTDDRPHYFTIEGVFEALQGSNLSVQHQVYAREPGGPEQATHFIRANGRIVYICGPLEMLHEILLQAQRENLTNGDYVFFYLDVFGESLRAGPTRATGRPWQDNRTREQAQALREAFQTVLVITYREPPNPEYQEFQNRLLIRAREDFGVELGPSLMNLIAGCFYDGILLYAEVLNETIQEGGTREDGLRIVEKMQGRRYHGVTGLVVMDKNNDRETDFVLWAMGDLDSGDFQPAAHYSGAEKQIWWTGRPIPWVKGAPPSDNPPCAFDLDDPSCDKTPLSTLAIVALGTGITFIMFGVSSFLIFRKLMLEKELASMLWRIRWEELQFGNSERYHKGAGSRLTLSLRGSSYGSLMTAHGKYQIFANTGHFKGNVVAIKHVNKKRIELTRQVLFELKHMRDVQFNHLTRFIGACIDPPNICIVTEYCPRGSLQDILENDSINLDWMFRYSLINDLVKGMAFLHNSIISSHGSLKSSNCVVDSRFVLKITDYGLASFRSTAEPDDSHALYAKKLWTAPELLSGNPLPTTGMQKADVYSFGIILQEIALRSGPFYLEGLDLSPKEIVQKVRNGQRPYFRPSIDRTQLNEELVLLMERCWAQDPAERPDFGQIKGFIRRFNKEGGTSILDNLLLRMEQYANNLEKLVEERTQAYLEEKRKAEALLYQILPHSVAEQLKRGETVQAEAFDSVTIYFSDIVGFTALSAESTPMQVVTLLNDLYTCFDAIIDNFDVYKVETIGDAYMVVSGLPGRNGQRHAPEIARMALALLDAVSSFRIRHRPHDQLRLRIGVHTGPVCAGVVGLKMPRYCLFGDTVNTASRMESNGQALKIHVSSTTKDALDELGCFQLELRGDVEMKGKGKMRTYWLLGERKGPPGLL
PG9 Ab binder: small molecules binding HIV-1 gp120 antibody PG9; TR-FRET gp120-PG9 antibody binding; inhibition, % at 6.7 µM; hit rate 0.43% among 360,000; AID 624416; in the data active = inhibition above about 8.5%
HTRA1 inh: inhibitors of human serine peptidase HTRA1 | recombinant HTRA1, FP-rhodamine activity-based probe, fluorescence polarization | inhibition, % at 5.96 µM | hit rate 0.5% among 340,000 | AID 504803; in the data active = inhibition above about 36%;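 also: 0% = enzyme with DMSO and 100% = wells lacking enzyme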
ABHD4 inh: inhibitors of mouse ABHD4 | Q8VD66 | purified mABHD4, FP-Rh probe fluorescence polarization | inhibition, % at 8.92 µM | hit rate 0.54% among 370,000;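 active = inhibition exceeding the mean over every tested compound plus 3 SD, cut at about 30% in these data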;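 also: 0% = plate median of compound wells and 100% = S159A mutant with DMSO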
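Material: mouse ABHD4 enzyme, wild type; Benchmarks: S159A mutant high control, sample median low control; Buffer or medium: HEPES pH 7.0, NaCl, Pluronic buffer; Signal: fluorescence polarization; Read-out: percent inhibition of probe binding, normalized to plate controls; Timing: pre-incubation 45 min, probe exposure 60 min, at 25 °C; Dosing: 8.92 µM, single dose.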
NPR1 activator: GC-A (human) enzyme activation | HEK293 GC-A cells, cGMP TR-FRET, EC30 ANP; 0% at EC30 ANP, 100% saturating ANP | P16066 | hit rate 0.14% among 370,000 | activation, % at 10 µM; in the data active = activation above about 40%
ASAP1 inh: ASAP1 ArfGAP inhibition; ASAP1-stimulated ARF1 GTP hydrolysis, GDP FP detection; inhibition, % at 16.5 µM; hit rate 0.19% among 360,000; Q9ULH1; in the data active = inhibition above about 25%;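 also: 0% = vehicle with enzyme and substrate and 100% = no enzyme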
* = called active by the depositor; nt = no result given.

SMILES	ARFGAP1 inhibitor	SMARCA2 act	NR1D1 modulator	rCAG RNA binder	NPR2 activator	PG9 Ab binder	HTRA1 inh	ABHD4 inh	NPR1 activator	ASAP1 inh
COC(=O)c1ccccc1NC(=O)C1CCCCC1C(=O)O (configuration not stated)	1	-2	-5	0	1	1.8	2	-2	-3	-7
COc1ccc(OCc2cc(C(=O)NCC3CCCCO3)no2)c(Cl)c1 (configuration not stated)	9	0	-9	-7	-1	-2.1	-7	-7	5	3
O=C(Nc1ccccc1C(=O)N1CCOCC1)C1CCCO1 (configuration not stated)	18	-2	1	1	6	1.7	-1	-1	3	-3
CC1CCN(c2ccc3c(c2)S(=O)(=O)c2cccc(C(=O)NC4CC4)c2C3=O)CC1	7	2	9	-11	5	-2.1	-2	-4	0	2
Cc1nc(C)c(C(=O)NCc2ccccc2Cl)o1	nt	nt	-3	nt	3	nt	-2	nt	-1	nt
Cc1nn(-c2ccccc2)c2sc(C(=O)N3CCN(Cc4ccccc4)CC3)cc12	nt	-4	1	5	-2	nt	nt	-21	5	nt
O=C(Cn1cnc2c(nnn2Cc2ccc(F)cc2)c1=O)N1CCCCC1	2	2	2	2	0	-3.3	-4	-5	-4	4
CN(C)c1cccc(C(=O)N2CCCC(C(=O)c3cc(F)ccc3F)C2)c1 (configuration not stated)	-6	3	1	-6	6	0.5	-7	10	-1	-9
C/C(CCCO)=N/Nc1ccc([N+](=O)[O-])cc1[N+](=O)[O-]	6	-2	4	-1	-2	-1.3	8	10	5	5
CN(CCO)c1c2c(nc3cc(-c4cccc(F)c4)nn13)CCCC2	-3	13*	0	-2	2	0.8	-7	-5	6	-15
Cc1noc(C)c1CSCc1ccc(Cl)cc1	-6	1	-2	-9	-4	-2.0	nt	-6	-2	-1
CCOC(=O)N1CCN(C(=O)c2cn(-c3ccc(C)c(C)c3)c(=O)c3ccccc23)CC1	1	-2	-5	-1	5	1.8	2	-4	-2	14
O=C(NCC1CCCCC1)c1ccc(Br)o1	5	0	4	-3	0	1.0	-3	0	-1	1
Cc1cccc(NC(=O)c2ccccc2NC(=O)c2ccccc2)n1	-20	-2	8	-1	-4	1.3	-26	-9	3	-2
Cc1ccc(C(=O)N2CCC3(CC2)Oc2ccc(Cl)cc2C(=O)C32CC(c3ccccc3)=NO2)s1 (configuration not stated)	5	0	-1	11	2	1.1	-9	6	-2	13
CCOc1ccc(C(C)NC(=O)Nc2ccccc2C(=O)OC)cc1 (configuration not stated)	18	-1	2	-5	0	0.8	-14	-22	-2	5
Cc1ccc(NC(=O)CN(C)CC(=O)Nc2c(C)cccc2C)c(Br)c1	-1	-3	-2	-7	3	-1.1	-7	0	3	7
COc1cc(CCC(=O)OCC(=O)Nc2cccc(S(=O)(=O)N(C)C)c2)cc(OC)c1OC	-11	-4	2	1	-1	0.9	9	3	0	-11
CCCCN(C)c1c(C)nc2ccc(C(=O)NCc3cccs3)cn12	5	-3	-1	-2	4	-0.1	nt	1	1	22
COc1ccc(/C=N/NC(=O)c2ccc(NC(C)=O)cc2)cc1COc1ccc(F)cc1F	8	-4	-1	21	-3	1.2	-17	-28	-2	2
Cc1nc(C(=O)NC2CCOCC2)sc1C1(C)CC(c2ccccc2)=NO1 (configuration not stated)	14	2	-3	-4	0	-1.4	-1	5	3	-4
Cc1cccc(NC(=O)c2nc[nH]c2C(=O)N(C)CCO)c1	-3	2	5	1	-3	-1.5	nt	-5	2	-12
Cc1csc(SCC(=O)Nc2sccc2C#N)n1	-1	4	-2	11	-2	1.5	-3	6	0	0
CC(C)CC(c1nnnn1Cc1ccccc1)N1CCN(C(=O)c2ccco2)CC1 (configuration not stated)	0	0	1	-12	9	-2.6	-5	3	-3	8
Cc1ccc(-c2nn(CC(=O)NCCN3CCOCC3)c(=O)c3ccccc23)cc1	4	2	-1	-4	3	-2.5	1	2	3	6
CCOc1ccc(CCNC(=O)CCCn2c(=O)c3cccn3c3cccnc32)cc1OCC	6	0	1	-8	-3	-3.1	4	-15	-5	-10
COc1ccc(CCC(C)NCc2cccc(Br)c2)cc1 (configuration not stated)	-7	-1	5	-5	-26	1.1	0	8	-41	9
CC(=O)Nc1ccc(NC(=O)C(C)Sc2nnc(-c3ccc4c(c3)OCO4)o2)cc1 (configuration not stated)	3	-2	-1	3	0	1.7	-1	4	0	-6
C=CCn1c(C)cc(C(=O)COC(=O)/C=C/c2cccc(OC)c2)c1C	6	1	3	-9	6	-1.0	-36	-10	-1	-5
COCCn1c(C)cc(C(=O)COC(=O)c2ccc(S(=O)(=O)N(C)C)cc2)c1C	-6	-5	0	3	-2	1.0	3	7	4	0

The last 2 entries of the section before open the next one:
SMILES	ARFGAP1 inhibitor	SMARCA2 act	NR1D1 modulator	rCAG RNA binder	NPR2 activator	PG9 Ab binder	HTRA1 inh	ABHD4 inh	NPR1 activator	ASAP1 inh
C=CCn1c(C)cc(C(=O)COC(=O)/C=C/c2cccc(OC)c2)c1C	6	1	3	-9	6	-1.0	-36	-10	-1	-5
COCCn1c(C)cc(C(=O)COC(=O)c2ccc(S(=O)(=O)N(C)C)cc2)c1C	-6	-5	0	3	-2	1.0	3	7	4	0
O=C(CSc1ccc(-c2cccnc2)nn1)Nc1ccc(F)cc1F	-3	-1	5	-2	-3	-2.0	0	3	-1	5
COc1ccc2[nH]c(=O)c(CN(Cc3ccccc3)C(=S)NCC3CCCO3)cc2c1 (configuration not stated)	-6	2	-1	0	-1	-0.3	-7	-6	-4	9
CCOC(=O)C1=C(COC(=O)CCOc2ccccc2C)NC(=O)NC1C (configuration not stated)	0	-1	6	-6	2	-0.5	-3	4	3	-14
Cc1cc(N2CCCC(C(=O)Nc3cccc(Cl)c3)C2)n2ncnc2n1 (configuration not stated)	8	-1	3	-3	-7	-0.7	3	-2	-8	0
O=C(Nc1cccc(-c2nn[nH]n2)c1)c1ccc(Br)s1	1	0	-5	28	5	-0.6	-14	-46	-2	6
Cc1cc(C)c[n+](-c2nc3ccccc3nc2[N-]S(=O)(=O)c2ccc(Cl)cc2)c1	0	0	3	-8	-5	-0.5	5	7	2	-3
Cc1ccc2nc(SCC(=O)Nc3cc(C(C)(C)C)nn3-c3ccccc3)[nH]c2c1	5	-1	0	4	1	-2.7	-9	-12	-1	10
COc1ccc(N2CCN(C(=O)C(=O)c3c(C)[nH]c4ccccc34)CC2)cc1	4	-1	1	2	-1	-0.9	3	-5	0	0
Nc1ccn(CCCNCC(c2ccccc2)c2ccccc2)c(=O)n1	7	-1	-4	6	-1	-0.8	-6	3	3	1
CS(=O)(=O)N(CC(=O)N1CCCC1)c1cccc(F)c1	2	1	2	-1	-1	0.1	5	-1	-2	-1
COC(=O)c1ccc(CNC(=O)COC(=O)c2ccccc2-c2ccccc2)cc1	-15	-3	5	-7	0	1.2	-15	-1	-7	-6
O=C(/C=C/c1cccs1)Nc1ccncc1	6	0	-1	-2	-1	-1.1	0	5	0	-1
COc1ccc(C(CNC(=O)Cn2[nH]c(=O)c3ccccc3c2=O)N2CCCC2)cc1 (configuration not stated)	-10	-3	10	3	-3	-0.6	-2	-7	-2	-1
CC1CCCCN1C(=O)C1CC(c2ccc(F)cc2)=NO1 (configuration not stated)	nt	nt	-4	nt	1	nt	-4	nt	3	nt
COCOc1cc(O)c(C(=O)/C=C/c2ccccc2)c(OCOC)c1	6	1	2	2	16	-0.6	-30	-20	9	2
COc1ccc(S(=O)(=O)Nc2cc3c4c(c2)CCC(=O)N4CCC3)cc1C	3	-1	0	-1	0	-0.7	1	11	-1	-5
O=C(NCC(=O)N(c1cccnc1)C(C(=O)NC1CCCC1)c1cccs1)c1cccs1 (configuration not stated)	0	0	4	-2	-2	-0.9	-2	2	0	7
COc1cc(O)c2c(=O)c3c(OC)c(O)ccc3oc2c1	-1	9.7*	2	13	-14	0.3	3	-4	-1	13
CC(C)CNC(=O)Nc1ccccc1F	-5	1	-5	-1	1	-0.3	4	-1	1	-1
Nc1nc2n(n1)C(c1ccccc1)CC(c1ccc(F)cc1)N2 (configuration not stated)	-10	0	-1	1	5	-1.9	8	3	2	-22
O=C(N/N=C\c1c(O)ccc2ccccc12)c1ccc(O)cc1	13	-1	-3	23	-4	0.2	14	1	-13	5
Cc1cc(Cl)c(S(=O)(=O)N/N=C/c2ccc3c(c2)OCO3)c(Cl)c1	-1	-1	-1	20	1	-1.7	-4	-1	2	-4
NC(=O)c1ccccc1NC(=O)CSc1nc2c(c(=O)[nH]1)CCCC2	20	1	-1	0	2	-1.1	1	-2	1	17
CCCOc1ccc(C(=O)NC(=S)N2CCN(c3ncc4c(=O)c(C(=O)O)cn(CC)c4n3)CC2)cc1	7	-2	-2	1	2	0.1	-1	1	1	-4
CCOC(=O)c1ccc(N=C2SC(C(=O)NCCc3ccccc3)CC(=O)N2C)cc1 (configuration not stated)	-4	-3	-4	-5	-6	0.2	-7	-5	-3	-16

Among those listed so far, these have a Cl atom.
SMILES	ARFGAP1 inhibitor	SMARCA2 act	NR1D1 modulator	rCAG RNA binder	NPR2 activator	PG9 Ab binder	HTRA1 inh	ABHD4 inh	NPR1 activator	ASAP1 inh
COc1ccc(OCc2cc(C(=O)NCC3CCCCO3)no2)c(Cl)c1 (configuration not stated)	9	0	-9	-7	-1	-2.1	-7	-7	5	3
Cc1nc(C)c(C(=O)NCc2ccccc2Cl)o1	nt	nt	-3	nt	3	nt	-2	nt	-1	nt
Cc1noc(C)c1CSCc1ccc(Cl)cc1	-6	1	-2	-9	-4	-2.0	nt	-6	-2	-1
Cc1ccc(C(=O)N2CCC3(CC2)Oc2ccc(Cl)cc2C(=O)C32CC(c3ccccc3)=NO2)s1 (configuration not stated)	5	0	-1	11	2	1.1	-9	6	-2	13
Cc1cc(N2CCCC(C(=O)Nc3cccc(Cl)c3)C2)n2ncnc2n1 (configuration not stated)	8	-1	3	-3	-7	-0.7	3	-2	-8	0
Cc1cc(C)c[n+](-c2nc3ccccc3nc2[N-]S(=O)(=O)c2ccc(Cl)cc2)c1	0	0	3	-8	-5	-0.5	5	7	2	-3
Cc1cc(Cl)c(S(=O)(=O)N/N=C/c2ccc3c(c2)OCO3)c(Cl)c1	-1	-1	-1	20	1	-1.7	-4	-1	2	-4
